BH1578 lux ind: induces V. cholerae light production without autoinducers; AID 588436; 350,000 compounds, 0.16% hits; activation, % at 18.7 µM; V. cholerae BH1578 lux reporter, luminescence, 6 h; in the data active = activation mostly above about 9.7%, no sharp cut-off; also: not every result past the cut was called active; inactives centre near 0; reference of the scale not given here
Rv3671c protease: Rv3671c (M. tuberculosis) protease inhibition; P9WHR9; 320,000 compounds, 0.048% hits; inhibition, % at 5.96 µM; in the data active = inhibition above about 38%;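 also: extracellular domain of Rv3671c used as enzyme; 0% = enzyme with DMSO and 100% = no enzyme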
PriA SSB inh: blocks PriA binding to SSB C-terminal tail | AlphaScreen SSBct-PriA binding, biotinylated peptide | inhibition, % at 33 µM | 430,000 compounds, 0.6% hits | AID 1272365; in the data active = inhibition mostly above about 37%, no sharp cut-off; inactive = mostly below about 20%;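 also: plate controls were negative control peptide for no effect and reference peptide for full effect; strong numbers were not always called active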
CCHFV vOTU inh: blocks the CCHF virus ovarian tumor domain protease; CCHFV vOTU protease, Pep-AMC fluorescence; inhibition, % at 11.5 µM; 370,000 compounds, 0.55% hits; AID 651958; in the data active = inhibition above about 30%; also: 0% = vehicle wells with enzyme and 100% = no enzyme wells
VHR inh abs: DUSP3 (human) phosphatase inhibition. P51452. recombinant VHR phosphatase, pNPP absorbance. inhibition, % at 13.3 µM. 290,000 compounds, 0.52% hits. AID 1654; in the data active = inhibition above about 50%; also: some compounds called inactive have numbers as strong as hits
Yp Topo-I inh: Y. pestis Topo-I inhibition via cleavage products. Y. pestis Topo-I cleavage product accumulation, plate reader. activity, % at 10 µM. 360,000 compounds, 0.064% hits; in the data active = activity above about 50%, passing the limit was not always enough; also: inactives centre near 2
MazF activator: MazEF (E. coli) toxin RNase activation; P0AE70; FAM/BHQ RNA-DNA oligo cleavage fluorescence, 5 h; activation, % at 20 µM; 350,000 compounds, 0.32% hits; AID 504720; in the data active = activation above about 50%
PrPC TRFRET: reduces human prion protein on the cell surface | inhibition, % at 13.8 µM | 370,000 compounds, 0.43% hits | P04156 | cell surface PrPC, TR-FRET read-out; in the data active = inhibition above about 24%; also: 0% = median of the test wells and 100% = reference compound wells
TcdB inh: blocks C. difficile toxin B glycohydrolase activity. P18177. TcdB glycohydrolase enzymatic assay, plate reader. inhibition, % at 9.99 µM. 350,000 compounds, 0.24% hits; in the data active = inhibition above about 10%
3CLpro inhibitor: SARS-CoV 3CLpro protease inhibition; inhibition, % at 6 µM; 290,000 compounds, 0.14% hits; recombinant SARS-CoV 3CLpro, quenched FRET peptide cleavage; P0C6X7; AID 1706; in the data active = inhibition above about 12%
* hit, by the source's call; i = inactive; . = no result given. Some of the compounds tested (hit frequency here may not be typical).

SMILES	BH1578 lux ind	Rv3671c protease	PriA SSB inh	CCHFV vOTU inh	VHR inh abs	Yp Topo-I inh	MazF activator	PrPC TRFRET	TcdB inh	3CLpro inhibitor
COc1cccc(CNc2nc3cc(-c4ccccc4C)sc3c(=O)n2C)c1	-0.6	.	.	3	.	16	.	-1	0.7	.
O=C(NC(c1ccc(-c2ccccc2)cc1)c1cnccn1)C1CCN(Cc2ccc3c(c2)OCO3)CC1 (stereo unspecified)	-0.3	.	.	0	.	15	.	-7	1.7	.
CCOC1CCCC(n2cnc3c(=S)nc[nH]c32)O1 (stereo unspecified)	i	.	2	13	.	4	3	-6	2.4	.
Cc1ccc(C(C(=O)NC2CCCC2)N(Cc2cccs2)C(=O)c2csnn2)o1 (stereo unspecified)	3.2	-7	-6	8	.	4	-1	6	.	-2
C[C@@H]1C=C(C(=O)O)O[C@H](OCc2ccc(CO)cc2)C1	i	0	4	-1	16	-6	1	7	-1.3	3
Cc1ccc2c(C)nc(Nc3ncc4c(n3)CCCC4=O)nc2c1	.	-1	-10	11	.	.	1	2	.	-4
CC(=O)Nc1cccc(-n2nnc(SCC(N)=O)n2)c1	-0.5	2	4	-6	-4	4	3	4	1.9	1
c1ccc2[nH]c(SCc3ccc(-c4nnco4)cc3)nc2c1	i	5	-15	15	28	5	4	10	.	-6
CC(=O)c1ccc(S(=O)(=O)N(CCCO)Cc2cc3cc4c(cc3[nH]c2=O)OCCO4)cc1	i	2	-15	12	-4	6	6	-9	-0.3	2
CC(C)C[C@H](NC(=O)c1nc[nH]c1C(=O)N[C@@H](CCCCNC(=O)OC(C)(C)C)C(=O)OC(C)(C)C)C(=O)OC(C)(C)C	-4.5	-28	15	20	26	17	4	3	1.2	.
CC(C)C(=O)N=C1SC2CS(=O)(=O)CC2N1Cc1ccccc1 (stereo unspecified)	i	7	10	16	-4	0	-7	3	-0.3	0
C/C(CC(=O)Nc1ccc(OCc2ccccc2)cc1)=N\NC(=O)C(=O)Nc1ccccc1C	i	-9	.	5	27	8	14	4	.	-6
O=C(NCCN1CCOCC1)c1ccc(Cl)c(S(=O)(=O)N2CCCC2)c1	-0.6	-13	39*	-6	41	5	0	4	-0.5	-2
COc1ccc(-n2nc(C(=O)NCC3CCCO3)c3ccccc3c2=O)cc1 (stereo unspecified)	-0.1	-14	1	6	69	3	-2	-9	0.0	-5
CC(=O)c1ccc(NC(=O)C(C)N(C)CC(=O)Nc2ccccc2Cl)cc1 (stereo unspecified)	-3.3	-7	-1	2	22	-4	-1	-2	-0.4	-2
COc1ccccc1/C=C/C=N/NC(=O)c1cnccn1	.	4	.	30*	34	0	8	-12	0.9	2
CCOc1ccc(CO[C@@H]2O[C@H](CO)[C@@H](O)[C@H](O)[C@H]2NC(C)=O)cc1OC	i	.	3	10	35	-2	-1	10	0.1	2
O=C(NCCCn1ccnc1)c1ccccc1Cl	-0.6	14	6	3	-5	-1	3	12	-2.1	-1
COC(=O)C1=C(C)N(C2CCCCC2)C(=O)/C1=C\c1cccs1	-0.4	-3	21	2	16	4	8	1	1.4	3
N#Cc1ccc(NC(=O)COC(=O)CCNS(=O)(=O)c2ccccc2)cc1	-0.3	-12	2	-8	-1	-4	-2	1	-0.2	-6

Reprinted at random: four records from the list
SMILES	BH1578 lux ind	Rv3671c protease	PriA SSB inh	CCHFV vOTU inh	VHR inh abs	Yp Topo-I inh	MazF activator	PrPC TRFRET	TcdB inh	3CLpro inhibitor
CCOc1ccc(CO[C@@H]2O[C@H](CO)[C@@H](O)[C@H](O)[C@H]2NC(C)=O)cc1OC	i	.	3	10	35	-2	-1	10	0.1	2
COc1ccccc1/C=C/C=N/NC(=O)c1cnccn1	.	4	.	30*	34	0	8	-12	0.9	2
CC(=O)c1ccc(NC(=O)C(C)N(C)CC(=O)Nc2ccccc2Cl)cc1 (stereo unspecified)	-3.3	-7	-1	2	22	-4	-1	-2	-0.4	-2
COc1ccc(-n2nc(C(=O)NCC3CCCO3)c3ccccc3c2=O)cc1 (stereo unspecified)	-0.1	-14	1	6	69	3	-2	-9	0.0	-5

New compounds follow:
SMILES	BH1578 lux ind	Rv3671c protease	PriA SSB inh	CCHFV vOTU inh	VHR inh abs	Yp Topo-I inh	MazF activator	PrPC TRFRET	TcdB inh	3CLpro inhibitor
Cc1cc(C)c(NC(=O)COC(=O)C2CCC(=O)N2)c(C)c1 (stereo unspecified)	-0.3	1	-8	-11	38	9	3	-2	-2.6	-2
Cc1ccc(N(CC(=O)NCc2ccc3c(c2)OCO3)C(=O)c2csnn2)cc1	-0.4	-9	-1	-16	7	8	-27	-7	0.0	0
CCC(CC)C(=O)NCc1ccccc1OC	-0.4	-3	-20	-2	12	4	7	2	.	-4
CC(SC(C)C(=O)NN=Cc1cccc(Cl)c1)C(=O)NN=Cc1cccc(Cl)c1 (stereo unspecified)	i	.	-2	25	.	3	-12	7	-7.2	.
CCc1ccc(Nc2nnc(SCn3nnc4ccccc4c3=O)s2)cc1	i	3	-1	2	-8	26	3	1	.	-1
Cc1cnc(C(=O)Nc2nnc(C(C)C)s2)cn1	i	-14	-4	2	13	6	2	-5	.	-3
O=C(CN1CCCCC1)N=Nc1c(O)[nH]c2ccccc12	-0.3	6	-12	10	28	4	10	-26	.	0
C#CCOCCOCCOCCNc1nc(N2CCN(C(=O)[C@H](CCCCN)n3cc([C@@H](N)CO)nn3)CC2)nc(N2CCN(C(=O)[C@H](CCCCN)n3cc([C@@H](N)CC(C)C)nn3)CC2)n1	0.8	-1	8	-1	.	-22	1	-2	-0.3	.
Cc1cccc(-n2ncc3c(NC4CCCCC4)ncnc32)c1	-0.3	-13	-9	-3	-8	4	0	8	1.2	4
CSc1nc(N)nc2c1ncn2C1OC(CO)C(O)C1O (stereo unspecified)	i	.	-14	-7	.	0	5	-5	2.7	.

Structural class, the compounds so far containing two or more sulfur atoms.
SMILES	BH1578 lux ind	Rv3671c protease	PriA SSB inh	CCHFV vOTU inh	VHR inh abs	Yp Topo-I inh	MazF activator	PrPC TRFRET	TcdB inh	3CLpro inhibitor
Cc1ccc(C(C(=O)NC2CCCC2)N(Cc2cccs2)C(=O)c2csnn2)o1 (stereo unspecified)	3.2	-7	-6	8	.	4	-1	6	.	-2
CC(C)C(=O)N=C1SC2CS(=O)(=O)CC2N1Cc1ccccc1 (stereo unspecified)	i	7	10	16	-4	0	-7	3	-0.3	0
CCc1ccc(Nc2nnc(SCn3nnc4ccccc4c3=O)s2)cc1	i	3	-1	2	-8	26	3	1	.	-1

The results go on.
SMILES	BH1578 lux ind	Rv3671c protease	PriA SSB inh	CCHFV vOTU inh	VHR inh abs	Yp Topo-I inh	MazF activator	PrPC TRFRET	TcdB inh	3CLpro inhibitor
CC(=O)c1ccc(NC(=O)CN2C(=O)NC3(CCCc4ccccc43)C2=O)cc1 (stereo unspecified)	-0.3	5	4	6	.	1	-1	1	1.6	.
CCSc1nc(-c2ccc(OC)cc2)n(-c2nc3ccccc3s2)n1	-0.7	8	-26	-2	8	8	5	8	.	-2
Brc1ccc2c(c1)CNc1c(ncnc1N1CCOCC1)O2	i	4	8	-5	21	-9	-16	3	.	3
O=Cc1ccc2noc(-c3ccc(F)cc3)c2c1	i	-7	0	-8	19	8	-132	-10	.	0
COc1cc(Cl)c(C)cc1NC(=O)c1ccccc1NC(=O)CN1CCN(C(C)=O)CC1	-0.8	.	.	-8	.	5	-3	1	-0.9	.
Cc1cc2oc(C(=O)Nc3ccc(S(=O)(=O)Nc4ncccn4)cc3)c(C)c2cc1Cl	-1.2	.	-8	4	-9	0	0	3	1.9	-3
CCOC(=O)Nc1ccc(S(=O)(=O)N2CCC(C)CC2)cc1	-0.2	10	-14	-8	17	7	6	-3	0.9	1
CSc1ccc(-c2nc(CSCC(=O)N3CCOCC3)c(C)o2)cc1	-2.6	0	5	2	21	15	0	7	1.2	-3
Cc1cccc(Cn2nnc3c2C(=O)c2ccccc2C3=O)c1	-1.4	-1	40	3	13	8	-1	-2	.	4
Cc1noc(NS(=O)(=O)c2ccc(NC(=O)/C=C/c3ccc(Cl)cc3Cl)cc2)c1C	-4.5	.	.	8	.	5	2	-10	2.3	.
Cc1ccc(N2CC(C(=O)Nc3ccc(S(=O)(=O)NCC4CCCO4)cc3)CC2=O)cc1C (stereo unspecified)	-0.8	-2	-13	4	-8	23	11	7	-0.4	-1
Cc1nc(SC(C)C(=O)NC2CCCC2)c2ccccc2n1 (stereo unspecified)	3.1	1	4	11	.	-3	8	3	0.5	.
COc1cccc(OCC(=O)NCC2CCCO2)c1 (stereo unspecified)	i	4	-5	4	.	3	2	10	0.7	.
COCCn1c(SCC(=O)N2CCOCC2)nnc1-c1ccncc1	i	-6	9	-7	12	12	4	2	-0.9	6
O=C(Nc1ccccn1)c1ccc(Cl)c([N+](=O)[O-])c1	-0.2	16	-1	3	16	0	1	-37	1.5	-3
Cc1ccsc1/C=N/N1CCOCC1	-0.5	2	.	14	14	13	0	-2	1.5	-5
O=C(c1cc(Cl)nc2ccccc12)N1CCCCC1	i	-8	-16	0	18	1	-4	0	.	-3
COc1cccc(-n2nnc3c(=O)n(Cc4ccccc4Cl)cnc32)c1	-13	-6	-7	17	18	-8	46	-2	1.3	4
NC(=O)CSc1oc(-c2ccco2)nc1S(=O)(=O)c1ccccc1	0.6	-3	-13	-1	40	1	2	-9	-2.9	-6
Cc1sc2nc(C3CC3)nc(SCC(=O)N3c4ccccc4CC3C)c2c1C (stereo unspecified)	0.1	-9	5	.	26	-7	-8	.	.	1

Assay outcomes deposited in PubChem BioAssay by several laboratories.
